BAZ2B inh: qHTS Assay for Inhibitors of BAZ2B | AID 504333, 2011 | Bromodomain adjacent to zinc finger domain protein 2B (Homo sapiens), Q9UIF8 | Potency, µM (series often up to 114 µM), for the others: at the highest dose activity change, negative = inhibition, usual class: inhibitors | 360,000 compounds, 4.4% hits | AlphaScreen BAZ2B-H3K14Ac peptide displacement; further: on the % scale 0 is the no-effect control and ±100 the full control effect; nearly all actives have a fitted effect of over 60% in size
Target sequence (Q9UIF8 whole entry, looked up, the tested form may be a part): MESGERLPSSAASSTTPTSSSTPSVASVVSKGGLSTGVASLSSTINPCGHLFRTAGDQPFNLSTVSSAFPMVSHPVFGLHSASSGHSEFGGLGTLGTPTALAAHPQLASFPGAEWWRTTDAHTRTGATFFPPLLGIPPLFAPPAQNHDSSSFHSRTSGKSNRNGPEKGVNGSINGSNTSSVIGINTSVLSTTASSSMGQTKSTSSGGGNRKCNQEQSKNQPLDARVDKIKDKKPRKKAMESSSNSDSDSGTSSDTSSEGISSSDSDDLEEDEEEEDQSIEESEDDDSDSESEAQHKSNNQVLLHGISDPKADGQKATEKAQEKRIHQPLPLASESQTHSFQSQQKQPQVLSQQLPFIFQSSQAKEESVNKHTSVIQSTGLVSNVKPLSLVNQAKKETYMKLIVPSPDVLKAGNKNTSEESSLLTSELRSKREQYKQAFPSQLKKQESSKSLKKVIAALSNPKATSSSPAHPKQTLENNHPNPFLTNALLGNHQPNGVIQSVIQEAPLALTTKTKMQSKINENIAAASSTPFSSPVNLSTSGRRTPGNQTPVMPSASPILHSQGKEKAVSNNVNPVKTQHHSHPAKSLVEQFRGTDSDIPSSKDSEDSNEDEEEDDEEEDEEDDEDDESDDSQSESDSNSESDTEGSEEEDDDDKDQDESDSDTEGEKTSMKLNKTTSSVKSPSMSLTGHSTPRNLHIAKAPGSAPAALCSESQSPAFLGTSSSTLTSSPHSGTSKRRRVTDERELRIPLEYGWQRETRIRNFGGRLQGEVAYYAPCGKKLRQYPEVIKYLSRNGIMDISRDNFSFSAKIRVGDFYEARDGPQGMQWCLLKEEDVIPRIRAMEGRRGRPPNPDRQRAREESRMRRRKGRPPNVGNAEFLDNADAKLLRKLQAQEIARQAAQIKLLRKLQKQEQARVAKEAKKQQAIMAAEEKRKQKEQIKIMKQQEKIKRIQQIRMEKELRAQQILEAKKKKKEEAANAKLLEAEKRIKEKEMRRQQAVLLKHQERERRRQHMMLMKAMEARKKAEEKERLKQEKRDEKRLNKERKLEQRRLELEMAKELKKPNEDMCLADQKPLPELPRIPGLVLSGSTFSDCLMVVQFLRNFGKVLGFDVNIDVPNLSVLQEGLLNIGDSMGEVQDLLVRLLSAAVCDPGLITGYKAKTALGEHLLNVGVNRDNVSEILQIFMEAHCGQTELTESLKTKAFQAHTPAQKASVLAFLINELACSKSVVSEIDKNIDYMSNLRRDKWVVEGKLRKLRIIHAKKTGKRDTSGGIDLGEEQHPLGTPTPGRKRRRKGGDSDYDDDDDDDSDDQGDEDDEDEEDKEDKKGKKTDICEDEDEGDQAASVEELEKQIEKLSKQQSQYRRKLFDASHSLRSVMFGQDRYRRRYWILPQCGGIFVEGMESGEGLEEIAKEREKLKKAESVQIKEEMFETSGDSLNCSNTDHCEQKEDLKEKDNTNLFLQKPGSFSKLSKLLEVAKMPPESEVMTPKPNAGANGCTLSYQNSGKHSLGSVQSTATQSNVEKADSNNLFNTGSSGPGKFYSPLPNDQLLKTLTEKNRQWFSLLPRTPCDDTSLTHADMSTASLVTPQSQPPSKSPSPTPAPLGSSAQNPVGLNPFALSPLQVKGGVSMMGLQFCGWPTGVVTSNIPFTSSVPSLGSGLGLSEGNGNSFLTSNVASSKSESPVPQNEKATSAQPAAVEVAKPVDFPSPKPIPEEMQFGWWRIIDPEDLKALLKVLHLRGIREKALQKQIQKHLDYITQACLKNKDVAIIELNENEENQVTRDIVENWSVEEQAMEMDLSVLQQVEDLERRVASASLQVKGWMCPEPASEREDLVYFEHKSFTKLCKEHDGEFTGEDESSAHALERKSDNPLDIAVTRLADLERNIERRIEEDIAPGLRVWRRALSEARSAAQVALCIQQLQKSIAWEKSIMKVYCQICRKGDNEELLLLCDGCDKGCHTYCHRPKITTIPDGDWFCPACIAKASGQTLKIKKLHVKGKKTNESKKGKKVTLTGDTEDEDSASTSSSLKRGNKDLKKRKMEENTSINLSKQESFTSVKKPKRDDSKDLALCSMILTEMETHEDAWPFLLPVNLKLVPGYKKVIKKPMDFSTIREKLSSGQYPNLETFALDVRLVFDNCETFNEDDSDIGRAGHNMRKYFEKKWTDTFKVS
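Protein-peptide AlphaScreen: BAZ2B 50 nM, b-H3K14Ac 50 nM, 1x PBS pH 7.4 + 0.01% Tween-20. Preincubation 30 min RT; cpd 30 min RT (top 110 uM); beads 20 min RT, light-protected.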
BLM helicase inh: qHTS Assay for Inhibitors of Bloom's syndrome helicase (BLM). 350,000 compounds, 0.2% hits. RecQ-like DNA helicase BLM (Homo sapiens), P54132. Potency, µM (highest dose often 56.1 µM), without a hit: top-dose activity change, negative = inhibition, most hits filed as inhibitors. recombinant BLM DNA unwinding, fluorescence dequenching;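 further: plate controls were vehicle for no effect and no enzyme for full effect; nearly all actives have a fitted effect of over 35% in size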
APE1 inh: qHTS Assay for Inhibitors of the Human Apurinic/apyrimidinic Endonuclease 1 (APE1); recombinant APE1, TAMRA/BHQ-2 abasic DNA cleavage fluorescence; DNA repair nuclease/redox regulator APEX1 (Homo sapiens), P27695; 350,000 compounds, 0.35% hits; Potency, µM (top dose mostly 65.8 µM), for inactives: top-dose activity change, negative = inhibition, usual class: inhibitors;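 further: plate controls were vehicle for no effect and reference inhibitor for full effect; nearly all actives have a fitted effect of over 55% in size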
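0.75 nM APE1 + cpd, 15 min RT; start w/ 50 nM TAMRA/BHQ-2 THF-abasic dsDNA; kinetic fluor 525/598 nm ×3 reads @60 s; Δ(read3−read1); normalized to DMSO and NSC13755 control wells.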
POLI inh: qHTS for Inhibitors of Polymerase Iota; DNA polymerase iota (Homo sapiens), Q9UNA4; Pol iota fluorescent replication assay, 10 min; Potency, µM (titrated, usually from 115 µM), for inactives: at the highest dose activity, negative = inhibition, hits mostly inhibitors; 390,000 compounds, 1% hits
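Fluorescent replication assay read twice, at 0 min and 10 min after adding 50 nM (final) substrate. Enzyme (10 nM) and compounds were first incubated 15 min at room temperature; enzyme-free buffer wells were negative controls.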
Pol kappa inh: qHTS for Inhibitors of Polymerase Kappa. DNA polymerase kappa (Homo sapiens), Q9UBT6. purified Pol kappa, fluorescent DNA synthesis assay, 10 min. Potency, µM (series often up to 107 µM), for the others: at the highest dose activity, negative = inhibition, usual class: inhibitors. 400,000 compounds, 0.53% hits. AID 588579, 2011; further: on the % scale 0 is the no-effect control and ±100 the full control effect
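10 nM Pol kappa was preincubated with compounds for 15 min at room temperature. Reaction started with 50 nM (final) substrate. Fluorescence read kinetically at 0 and 10 min.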
G9a inh: qHTS Assay for Inhibitors of Histone Lysine Methyltransferase G9a; 350,000 compounds, 8.8% hits; Potency, µM (top dose mostly 102 µM), inactives show at the top dose activity, negative = inhibition, usual class: inhibitors; AID 504332, 2011; Histone-lysine N-methyltransferase EHMT2 (Homo sapiens), Q96KQ7; G9a H3K9 monomethylation, AlphaScreen, 2 h; further: on the % scale 0 is the no-effect control and ±100 the full control effect; nearly all actives have a fitted effect of over 75% in size
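AlphaScreen detection with an anti-monomethyl H3K9 antibody quantified product after a 2 h room-temperature reaction containing 500 nM biotinylated H3K9 peptide, 20 µM SAM and 20 nM enzyme, which had been preincubated 15 min with compound.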
POLB inh: qHTS Assay for Inhibitors of DNA Polymerase Beta. P06746. Pol beta primer extension/strand displacement, fluorescence kinetic. Potency, µM (series often up to 114 µM), inactives show at the top dose activity change, negative = inhibition, hits mostly inhibitors. 340,000 compounds, 1.3% hits; further: on the % scale 0 is the no-effect control and ±100 the full control effect
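Reaction started by 50 nM substrate onto compound-treated Pol beta (10 nM, 15 min preincubation, room temperature); plates read at 0 min and 10 min. Normalized concentration-effect data fitted by four-parameter Hill equation.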
POLH inh: qHTS for Inhibitors of Polymerase Eta | DNA polymerase eta (Homo sapiens), Q9Y253 | recombinant Pol eta, fluorescent DNA replication assay | Potency, µM (top dose mostly 114 µM), without a hit: at the top dose activity change, negative = inhibition, hits mostly inhibitors | 390,000 compounds, 1.2% hits; further: on the % scale 0 is the no-effect control and ±100 the full control effect
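Pol eta at 10 nM preincubated with compounds 15 min at room temperature; reaction started with fluorescent substrate (50 nM final) and read kinetically at 0 and 10 min.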
Anesthetic bind: qHTS Assay for Identification of Novel General Anesthetics; apoferritin/1-aminoanthracene competitive binding, fluorescence; Potency, µM (titrated, usually from 77.5 µM), without a hit: top-dose activity change, negative = displacement, most hits filed as inhibitors; Ferritin light chain (Equus caballus), P02791; AID 485281, 2010; 350,000 compounds, 0.074% hits; further: on the % scale 0 is the no-effect control and ±100 the full control effect; nearly all actives have a fitted effect of over 20% in size
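Apoferritin-based anesthetic binding model; compound displacement of fluorescent 1-AMA measured as endpoint fluorescence after 10 minutes at room temperature, scaled to free-ligand and complex controls.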
An asterisk follows results filed as active; ? = inconclusive; nt = not tested or not shown; [ ] = remark or other dose. The call rests on the fitted dose curve; in most records, active means well fitted curve in the direction sought with a large enough effect; inconclusive means small, poorly fitted or top-dose-only effect, or another doubt; inactive means no such curve, though single readings can be large; an effect the other way counts as inactive or inconclusive. Potency means the concentration at half of the fitted maximal effect.

Order of results – BAZ2B inh, BLM helicase inh, APE1 inh, POLI inh, Pol kappa inh, G9a inh, POLB inh, POLH inh, Anesthetic bind
Cn1c(Cn2nnc3ccccc32)nnc1SCC(=O)Nc1ccc2c(c1)OCO2
 : 6%, 1%, 3%, -2%, 3%, -4%[12.7 µM], 3%, 2%, 0%
CC(C)CCNC(=O)C(=O)NC1CCCC1
 : 2%, 1%, 2%, 35%[activator], 6%, 20%, -3%, -2%, 5%
O=C(Nc1nccs1)c1sc2ccccc2c1Cl
 : 10%, -2%, -3%, ?, 9%, 22%[59 µM], -29%, -10%, -3%
CC1CCN(C(=O)c2ccc(NC(=O)c3nsc4ccccc34)cc2)CC1
 : 2%, -3%, nt, 25%, -9%[60.1 µM], -2%[59 µM], -1%, -11%, ?
CCOCCCNCc1cccc(OCc2ccc(F)cc2)c1
 : -7%, -2%, -3%, -1%, -9%, -14%[59 µM], 29%, -12%, -3%
O=c1c2ccccc2n2c(=S)[nH]nc2n1-c1ccccc1
 : ?, -3%, 5%, 32%[activator], 1%, 5µM*, 28%, -8%, 9%
Cc1ncc([N+](=O)[O-])n1CC(=O)NC1CCCC1
 : 1%, 4%, -6%, ?, -2%, 8%[59 µM], 2%, -3%, 9%
C/C(=N\N=C1\NC(=O)C(CC(=O)O)S1)c1ccccn1 (configuration not stated)
 : 50µM*, -1%, -1%, 12%, 4%, nt, 9%, -20%, 1%
CCCN(c1ccc(OCC)cc1)S(=O)(=O)c1ccc2c(c1)NC(=O)CO2
 : -32%, -7%, 2%, 11%, -1%, -3%, -26%, -13%, ?
Cc1ccccc1NC(=O)CC1NCCNC1=O (configuration not stated)
 : 33%, 0%, nt, -5%, -15%, 51%[59 µM], 4%, -17%, 0%
CCCC(=O)c1c(NCCO)cc(C)oc1=O
 : -10%, 0%, 5%, -4%, 0%, 45%[59 µM], 13%, -3%, 2%
O=C(CSc1nc2ccccc2n1Cc1ccc(F)c(Cl)c1)N1CCN(c2ccc(F)cc2)CC1
 : 3%, -3%, nt, 23%, 0%, 13%[59 µM], -17%, -13%, -3%
COC(=O)C(CC(C)C)NS(=O)(=O)c1cc(Br)ccc1Br (configuration not stated)
 : nt, 0%, 13%, -2%, -7%, nt, nt, nt, -14%
Cc1ccc(N2C(=O)CS(=O)(=O)C23C(=O)N(Cc2cccc(F)c2)c2ccccc23)cc1Cl (configuration not stated)
 : -3%, -8%, nt, 5%, -5%, -43%[59 µM], 9%, -12%, 37%[activator]
COc1ccc(C2/C=C\CC(OCc3ccccc3)CC(=O)N2Cc2cccc(F)c2)cc1 (configuration not stated)
 : nt, -9%[75.6 µM], ?, -10%, -25%, 29%[59 µM], nt, -13%, 36%[activator]
Cc1c(NC(=O)c2cccs2)c(=O)n(-c2ccccc2)n1C
 : -16%, 5%, 9%, 89%[activator], -5%, nt, 10%, -2%, -1%
CCOc1ccc(NC(=O)c2sc3ccccc3c2Cl)cc1
 : -1%, -2%, nt, -10%, 2%, 14%[59 µM], 19%, -5%, -7%
Cc1ccc(C)c(OCCn2c(-c3ccc(Cl)cc3)nc3ccccc3c2=O)c1C
 : 16%, -2%, nt, 23%, 11%, -15%[59 µM], -24%, -11%, 3%
Cc1occc1C(=O)NCCCCNC(=O)c1ccoc1C
 : 3%, 1%, -1%, -10%, -8%, 12%[59 µM], 14%, -5%, -7%
CC(C)(C)n1c(=O)[nH]c2c(c1=O)CCC2
 : -16%, -3%, 9%, 4%, -6%, 19%[59 µM], 30%, -3%, -8%
CCCCOc1cccc(-c2cc(C(=O)NNC(=S)NCC)c3ccccc3n2)c1
 : -13%, -14%, -5%, 41%[activator][58.9 µM], -7%, ?, 12%, -8%, ?
O=C(NCc1cccnc1)c1cccc(S(=O)(=O)N2CCOCC2)c1
 : 1%, -1%, 0%, 3%, -8%, 16%[59 µM], 8%, -1%, -10%
CC1CCCCN1CC(=O)c1c[nH]c2ccccc12 (configuration not stated)
 : 3%, 1%, 12%, 75%[activator], -2%, -4%[2.33 µM], 6%, -7%, -5%
Cc1cc(C(=O)CN2CC(C)OC(C)C2)c(C)n1-c1ccccc1 (configuration not stated)
 : -11%, -1%, 2%, 10%, 2%, ?, 0%, -7%, -9%
COc1ccccc1OCCC(=O)NCc1ccc2c(c1)OCO2
 : -4%, -1%, 3%, 32%[activator], -34%, -32%, 13%, -11%, -5%
COc1cc(NC(=O)CN(C)S(=O)(=O)c2cccs2)cc(OC)c1
 : -5%, -4%, 31%[activator], 14%, 4%, 6%, -9%, 7%, -6%
CCc1ccc(C(=O)C(C)OC(=O)Cc2n[nH]c(=O)c3ccccc23)cc1 (configuration not stated)
 : -8%, -4%, -2%, -4%, -19%, -1%, -21%, -8%, -11%
COc1c(C)cc(S(=O)(=O)N2CCOCC2)c(C)c1C
 : -23%, -2%, 2%, 85%[activator], 3%, 13%, -9%, -8%, -11%
COc1ccc(-c2cc(C(F)(F)F)nc(N3CCN(C)CC3)n2)cc1
 : ?, 2%, -2%, 27%, -9%, 33%[12.7 µM], 7%, -17%, -22%
COc1cc2c(cc1OC)CN(CC(=O)NC(=O)NCc1ccco1)CC2
 : -10%, -8%, 0%, 17%, -13%, -41%[12.7 µM], -1%, ?, 68%[activator]
CCCNC(=O)c1cnc2sc(N3CCCCC3)nn2c1=O
 : -2%, -1%, nt, 14%, 1%, 10%[59 µM], 0%, -15%, -3%
CCCCOc1ccc(C2C3CN(C(=O)OCC)CC=C3C(C#N)=C(N)C2(C#N)C#N)cc1OC (configuration not stated)
 : -4%, -10%, -5%, 4%, -8%, ?, 5%, ?, 0%
Cc1cc(Cl)ccc1C(=O)C1CCCN(C(=O)c2cnsn2)C1 (configuration not stated)
 : 1%, -2%, 0%, 18%, -4%, nt, -1%, -8%, ?
COc1ccccc1CN(C)CC(=O)NC(=O)NC1CCCCC1
 : -5%, nt, 5%, 5%, -9%, -2%[12.7 µM], nt, -6%, nt
Cc1ccccc1-n1ccnc1SCC(=O)NCc1ccco1
 : ?, -7%, 13%, 134%[activator], -13%, -3%, 12%, -9%, -5%
COc1cccc(C(=O)NCCS(=O)(=O)N2CCCC2)c1
 : -2%, nt, 12%, 24%, -7%, 32µM*, nt, 12%, nt
O=C(c1n[nH]c2ccccc12)N1CCCCC1
 : -2%, -3%, -3%, 78%[activator], -4%, -10%, 29%, -9%, -8%
O=C(CCc1ccncc1)N1CCCC(Nc2ccc(F)c(F)c2)C1 (configuration not stated)
 : -4%, 3%, 22%, 0%, 3%, 0%, -1%, 3%, -2%
CC(C)OC(=O)CC(=O)CSc1nc2c(cc1C#N)CCCCC2
 : 22%, -3%, 4%, -18%, 2%, ?, 10%, -16%, -7%
c1ccc(OCc2nc(-c3ccccc3)no2)cc1
 : 312%[activator], -5%, 8%, 16%, -9%, -1%[12.7 µM], 7%, -4%, -5%

Nothing new here: an excerpt of the list.
Order of results – BAZ2B inh, BLM helicase inh, APE1 inh, POLI inh, Pol kappa inh, G9a inh, POLB inh, POLH inh, Anesthetic bind
COc1ccccc1OCCC(=O)NCc1ccc2c(c1)OCO2
 : -4%, -1%, 3%, 32%[activator], -34%, -32%, 13%, -11%, -5%
COc1cc(NC(=O)CN(C)S(=O)(=O)c2cccs2)cc(OC)c1
 : -5%, -4%, 31%[activator], 14%, 4%, 6%, -9%, 7%, -6%
CCc1ccc(C(=O)C(C)OC(=O)Cc2n[nH]c(=O)c3ccccc23)cc1 (configuration not stated)
 : -8%, -4%, -2%, -4%, -19%, -1%, -21%, -8%, -11%
COc1c(C)cc(S(=O)(=O)N2CCOCC2)c(C)c1C
 : -23%, -2%, 2%, 85%[activator], 3%, 13%, -9%, -8%, -11%
COc1ccc(-c2cc(C(F)(F)F)nc(N3CCN(C)CC3)n2)cc1
 : ?, 2%, -2%, 27%, -9%, 33%[12.7 µM], 7%, -17%, -22%
COc1cc2c(cc1OC)CN(CC(=O)NC(=O)NCc1ccco1)CC2
 : -10%, -8%, 0%, 17%, -13%, -41%[12.7 µM], -1%, ?, 68%[activator]
CCCNC(=O)c1cnc2sc(N3CCCCC3)nn2c1=O
 : -2%, -1%, nt, 14%, 1%, 10%[59 µM], 0%, -15%, -3%
CCCCOc1ccc(C2C3CN(C(=O)OCC)CC=C3C(C#N)=C(N)C2(C#N)C#N)cc1OC (configuration not stated)
 : -4%, -10%, -5%, 4%, -8%, ?, 5%, ?, 0%
Cc1cc(Cl)ccc1C(=O)C1CCCN(C(=O)c2cnsn2)C1 (configuration not stated)
 : 1%, -2%, 0%, 18%, -4%, nt, -1%, -8%, ?
COc1ccccc1CN(C)CC(=O)NC(=O)NC1CCCCC1
 : -5%, nt, 5%, 5%, -9%, -2%[12.7 µM], nt, -6%, nt
Cc1ccccc1-n1ccnc1SCC(=O)NCc1ccco1
 : ?, -7%, 13%, 134%[activator], -13%, -3%, 12%, -9%, -5%

These rows are one share of the data; the hit share may differ from the screen's.
